mIDH1 inhibitor: blocks human mutant IDH1 R132H enzyme | IDH1-R132H enzyme, NADPH consumption, diaphorase/resazurin fluorescence | Potency, µM (titrated, usually from 76.6 µM), without a hit: at the top dose activity change, negative = inhibition, most hits filed as inhibitors | 0.093% of 390,000 active; further: potency means the concentration at half of the fitted maximal effect; on the % scale 0 is the no-effect control and ±100 the full control effect; nearly all actives have a fitted effect of over 65% in size
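IDH1-R132H (0.5 ug/mL) preincubated 30 min with compound, then NADPH (0.016 mM) and alpha-KG (2 mM) added; 80 min at RT, pH 7.5. Remaining NADPH coupled via diaphorase/resazurin to fluorescence (540/590 nm); concentration-response curves normalized to no-enzyme control.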
rTrxR1 inhibitor: blocks rat thioredoxin reductase 1. O89049. recombinant rTrxR1, NADPH fluorescence consumption, selenite substrate. Potency, µM (top dose mostly 114 µM), for inactives: at the highest dose activity change, negative = inhibition, actives largely listed as inhibitors. 1% of 390,000 active; further: potency means the concentration at half of the fitted maximal effect; on the % scale 0 is the no-effect control and ±100 the full control effect; nearly all actives have a fitted effect of over 65% in size
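Rat TrxR1 (90 nM in the dispensed reagent) was pre-reduced with 400 uM NADPH for 5 min at room temperature, then incubated with compound for 15 min. After 400 uM selenite was added, NADPH fluorescence (Ex 340/Em 450 nm) was followed for 8 min.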
PI4K2A block: inhibitors of human PI4K2A; AID 1346378; Q9BTU6; activity change, negative = inhibition, % at 76.9 µM; purified PI4K2A, ADP-Glo luminescence, 1 h; active compounds read low; 0.13% of 420,000 active; in the data active means activity change below about -50%; inconclusive means mostly about -30% to -49%;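 further: -100% = wells without enzyme as full effect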
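ADP-Glo luminescence measured ADP generated by PI4K2A enzyme (4 ug/mL before mixing) with 1.2 mM PI substrate (pre-mix) and 300 microM ATP (pre-mix). Tris pH7.5 buffer with MgCl2, Triton X-100; 1 h reaction at ambient temperature.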
TRHR agonist: TRH receptor (human) agonism; P34981; TRHR cells, calcium flux fluo-8, FDSS agonist mode; activation, % at 2 µM; 0.18% of 360,000 active; in the data active means activation above about 30%; further: 0% is about no effect
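Read-out: compound-evoked intracellular calcium rise in TRHR cells, fluo-8 dye, kinetic FDSS fluorescence at 1 s/cycle following a 10-cycle baseline. Cells cultured overnight before dye loading (30 min–1.5 h, RT).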
TrxR1 substrate: rat thioredoxin reductase 1 substrate activity; Potency, µM (titrated, usually from 114 µM), without a hit: at the top dose activity change, negative = substrate turnover; O89049; purified TrxR1 substrate turnover, NADPH consumption readout; 0.01% of 390,000 active; further: potency means the concentration at half of the fitted maximal effect; on the % scale 0 is the no-effect control and ±100 the full control effect; nearly all actives have a fitted effect of over 50% in size
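Rat TrxR1, dispensed at 90 nM, was prereduced with 400 uM NADPH (final) for 5 min at ~22 deg C, then incubated with compound 15 min before 400 uM selenite. A first-read NADPH fluorescence drop versus no-compound background flagged substrates.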
D2 agonist: D2 dopamine receptor (human) agonism; AID 485358; 0.53% of 340,000 active; HEK293 T-REx D2 cells, calcium flux agonist mode; activation, % at 2 µM; P14416;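 active means activation over 3 SD above normal in the single-dose calcium agonist read, cut at about 30% in these data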; further: 0% is about no effect
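Calcium-flux readout, 1 cycle/sec over 180 s following compound pin transfer, in inducible HEK293 Trex D2 cells (force-coupled); dopamine controls included. Positive calcium responses during this window marked compounds as potential agonists.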
USP1 inh: blocks the human USP1/UAF1 deubiquitinase complex | O94782 | recombinant USP1/UAF1, Ub-Rhodamine cleavage fluorescence | Potency, µM (doses to about 57.1 µM), for inactives: at the highest dose activity change, negative = inhibition, hits mostly inhibitors | 0.23% of 390,000 active | AID 743255; further: potency means the concentration at half of the fitted maximal effect; on the % scale 0 is the no-effect control and ±100 the full control effect; nearly all actives have a fitted effect of over 60% in size; inactives centre near -12
Target sequence (O94782 whole entry, looked up): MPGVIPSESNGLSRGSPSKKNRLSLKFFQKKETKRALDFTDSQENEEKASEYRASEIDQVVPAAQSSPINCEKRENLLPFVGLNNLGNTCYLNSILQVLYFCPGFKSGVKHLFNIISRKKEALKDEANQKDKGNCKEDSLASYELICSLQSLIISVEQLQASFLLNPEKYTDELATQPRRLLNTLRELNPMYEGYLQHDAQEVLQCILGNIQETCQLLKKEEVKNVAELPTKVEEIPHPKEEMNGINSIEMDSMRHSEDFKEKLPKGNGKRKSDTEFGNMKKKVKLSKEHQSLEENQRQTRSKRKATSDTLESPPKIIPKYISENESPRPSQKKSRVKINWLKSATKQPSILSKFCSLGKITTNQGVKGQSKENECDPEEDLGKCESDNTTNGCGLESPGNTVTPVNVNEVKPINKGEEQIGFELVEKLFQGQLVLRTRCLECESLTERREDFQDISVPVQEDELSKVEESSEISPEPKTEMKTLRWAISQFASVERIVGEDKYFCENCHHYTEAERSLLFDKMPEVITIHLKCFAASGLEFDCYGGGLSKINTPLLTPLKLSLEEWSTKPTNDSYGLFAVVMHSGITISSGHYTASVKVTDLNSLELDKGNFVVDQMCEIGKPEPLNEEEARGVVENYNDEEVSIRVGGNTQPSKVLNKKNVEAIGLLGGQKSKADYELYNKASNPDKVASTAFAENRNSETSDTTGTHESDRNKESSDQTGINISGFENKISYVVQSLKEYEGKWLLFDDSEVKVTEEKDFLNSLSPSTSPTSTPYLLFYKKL
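1 nM enzyme complex + cpd, 15 min RT; start with Ub-Rho 150nM final; kinetic fluorescence ex 480/em 540, 6 reads q60 s. Buffer 50mM HEPES pH 7.8, 0.5mM EDTA, 0.1 mg/ml BSA, 1mM TCEP, 0.01% Tween-20.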
D2 antagonist: D2 dopamine receptor (human) antagonism | inhibition, % at 10 µM | P14416 | 2% of 340,000 active | AID 485344 | HEK293 TREx D2 cells, calcium flux, dopamine EC80; in the data active means inhibition above about 30%; further: 0% is about no effect
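HEK293 T-REx D2 cells, tet-induced, calcium dye no-wash. Cpd pintool add, 180 s kinetic, then EC80 DA, 180 s kinetic. Ca flux read.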
TRHR PAM: allosteric enhancers of human TRH receptor; enhancement, % at 2 µM; TRHR cells, fluo-8 calcium fluorescence, EC20 TRH enhancement; P34981; 0.66% of 360,000 active; in the data active means enhancement above about 30%; further: 0% is about no effect
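Enhancer read-out: after compound pinning and an initial kinetic agonist-mode read, an EC20 of TRH (10 nM final) was injected and fluo-8 calcium signal (Ex 480/Em 530) followed at 1 s/cycle for 100 cycles in TRHR-expressing cells.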
An asterisk follows results filed as active; ? = inconclusive; . = no result given; [ ] = remark or other dose. Unless noted, the call rests on the fitted dose curve; in most records, active means well fitted inhibition curve with a large enough effect; inconclusive means small, poorly fitted or top-dose-only effect; inactive means no such curve, though single readings can be large or run the other way.

SMILES	mIDH1 inhibitor	rTrxR1 inhibitor	PI4K2A block	TRHR agonist	TrxR1 substrate	D2 agonist	USP1 inh	D2 antagonist	TRHR PAM
COc1cc(Nc2nc(-c3ccc(OC)c(OC)c3)nc3ccccc23)cc(OC)c1	-12%	27%	-7	-1.7	40%[activator]	-1.9	9%	.	-5
Cc1nc2cccc(C(=O)NC3CCCCC3)c2o1	5%	-18%	8	1.3	1%[57.1 µM]	-0.6	-5%	-10	-1
N#CC(c1nc2ccccc2nc1N1CCCC1)S(=O)(=O)c1cccs1 (stereo not given)	14%	-16%	-4	-0.7	6%	-0.4	-10%	-15	6
COCCCNC(=O)c1cc2c(=O)oc3ccc(C)cc3c2s1	-14%	20%	-6	0.0	12%	-0.3	-17%	.	-1
S=c1[nH]nc(-c2ccco2)n1/N=C/c1ccc(Br)s1	3%	-31%[57.1 µM]	-3	-0.4	2%[57.1 µM]	-0.3	-15%	15	0
CC(=O)Nc1c2c(nn1-c1ccc(C)cc1C)CS(=O)C2 (stereo not given)	3%	-10%	-3	1.4	0%	-0.9	3%	7	-5
O=C(O)c1ccccc1C(=O)Nc1n[nH]c(=S)s1	6%	-17%[57.1 µM]	1	0.3	0%[57.1 µM]	0.0	-14%	5	-4
O=C(NC1CCCc2c1cnn2-c1cc(F)cc(F)c1)c1ccccn1 (stereo not given)	0%	1%	-12	.	1%	.	-16%	.	.
COc1ccc(OC)c(NC(=O)CSc2nnc(C3CCCCC3)o2)c1	-9%	19%[57.1 µM]	1	-0.2	7%	.	2%	.	-7
CCOC(CCNC(=O)c1cn(CC(C)C)c(=O)c2c1c1ccccc1n2C)OCC	-10%	22%	4	-0.9	18%	-0.8	-21%	-10	-1
CCCCNc1nc(Oc2ccc(OCC)nn2)nc(N2CCOCC2)n1	.	12%	3	0.4	0%	-0.2	-23%	.	-1
Cc1ccc(OCC(=O)Nc2ccc([N+](=O)[O-])cc2)cc1	-2%	18%	-4	-0.9	5%	-1.3	-12%	-3	-3

Full records, quoted from the list. Order of values: mIDH1 inhibitor	rTrxR1 inhibitor	PI4K2A block	TRHR agonist	TrxR1 substrate	D2 agonist	USP1 inh	D2 antagonist	TRHR PAM
`O=C(NC1CCCc2c1cnn2-c1cc(F)cc(F)c1)c1ccccn1` (stereo not given) is listed with 0%	1%	-12	.	1%	.	-16%	.	.
`Cc1nc2cccc(C(=O)NC3CCCCC3)c2o1` is listed with 5%	-18%	8	1.3	1%[57.1 µM]	-0.6	-5%	-10	-1

(continued)
SMILES	mIDH1 inhibitor	rTrxR1 inhibitor	PI4K2A block	TRHR agonist	TrxR1 substrate	D2 agonist	USP1 inh	D2 antagonist	TRHR PAM
COc1ccc(NC(=O)CN2C(=O)NC3(CCCC3)C2=O)cc1Cl	1%	17%	1	-1.9	0%	-1.7	-8%	-6	11
Cc1ccc(N2C(=O)c3ccccc3C2Nc2ccc(S(=O)(=O)N3CCCCC3)cc2)nc1 (stereo not given)	-2%	23%[57.1 µM]	1	0.5	8%[57.1 µM]	0.3	-24%	16	2
O=C(N/N=C/c1ccc(OC(F)F)cc1)c1ccc(CSc2nc3ccccc3[nH]2)cc1	-5%	11%[57.1 µM]	1	0.2	7%[57.1 µM]	-0.3	-25%	-22	1
CCOC(=O)c1ccccc1NC(=O)COC(=O)C(CCSC)NC(=O)COc1ccccc1 (stereo not given)	0%	3%[57.1 µM]	-4	-1.0	1%[57.1 µM]	-0.8	-14%	-13	11
O=C(COC(=O)c1ccco1)NC12CC3CC(CC(C3)C1)C2	-2%	7%[57.1 µM]	7	.	4%[57.1 µM]	.	2%	.	.
O=C(Cc1cccs1)NCCS(=O)(=O)N1CCN(c2ccccc2F)CC1	-1%	-6%	-4	-1.4	-7%	.	-13%	.	1
Cc1ccc(NC(=O)c2ccc3c(c2)C(=O)N(c2cc(C)ccc2C)C3=O)nc1	4%	25%	-1	0.0	8%	-0.5	-29%	5	2
Cc1ccc(NC(=O)c2cc(N3C(=O)CCC3=O)ccc2N2CCCCC2)cc1	-1%	-25%	0	0.3	-18%	0.7	-7%	0	5
COc1ccccc1-n1cnnc1SCC(=O)NCC1CCCO1 (stereo not given)	7%	10%	-2	0.6	-4%	-0.2	-3%	16	0
CCOC(=O)N1CCN(C(=O)c2cccc(NC3=NC4CS(=O)(=O)CC4S3)c2)CC1 (stereo not given)	-5%	-7%	-9	0.1	-11%	0.6	6%	3	-4
Cc1cc(C(=O)NNC(=O)c2ccc(Cl)cc2Cl)c(C)o1	3%	8%	1	-0.3	-1%	-0.5	-4%	-8	4
CC(=O)Oc1ccc(Oc2ccc(-c3noc(C)n3)cc2)cc1	-1%	11%[57.1 µM]	-4	0.9	5%[57.1 µM]	0.0	-16%	18	-1
O=C(NCC1CCCN1S(=O)(=O)c1cccs1)c1cccc(Cl)c1 (stereo not given)	8%	5%[57.1 µM]	2	-0.3	1%[57.1 µM]	-0.1	-15%	-12	3
CCOC(=O)c1ccc(N2C(=O)CC(Sc3nc(O)c(CC)c(=O)[nH]3)C2=O)cc1 (stereo not given)	3%	-58%	-3	0.2	7%[57.1 µM]	0.7	5%	-12	5
Nc1ccc(-c2nnn(Cc3ccccc3)n2)cc1	-9%	20%	7	.	0%	.	-20%	.	.
CC1=NC(C#N)=C(C#N)NC(C)(C)C1	0%	17%[57.1 µM]	-4	-0.4	-5%	0.6	-1%	-15	-10
COc1ccc(O/C(=N\S(=O)(=O)c2ccccc2)c2ccccc2)cc1	4%	9%	-2	-0.8	7%	.	-9%	.	-6
COc1ccc(CCNC(=O)COC(=O)c2ccco2)cc1OC	3%	17%	0	0.0	3%	0.2	-14%	-2	0
Cc1ccc(NC(=O)c2ccc(F)c(S(=O)(=O)N3CCc4ccccc4C3)c2)cc1F	4%	24%[57.1 µM]	4	0.7	2%[57.1 µM]	-0.1	-22%	.	2
Cc1ccc2[nH]c(=O)c(CN(CCO)C(=O)NCc3ccccc3)cc2c1	7%	5%	-3	0.6	8%	0.5	-14%	19	-2
CCC(=O)Nc1cccc(-n2nnnc2SCC(=O)N(C(C)C)C(C)C)c1	9%	11%[57.1 µM]	-3	-1.0	10%[57.1 µM]	0.4	-17%	-27	-1
CS(=O)(=O)N(CC(=O)N1CCCCC1)c1sc2c(c1C#N)CCCC2	2%	8%[11.4 µM]	1	-0.3	3%[11.4 µM]	-0.2	-6%	12	4
CC(=O)c1cccc(N2C(=NC(=O)COc3ccccc3)SC3CS(=O)(=O)CC32)c1 (stereo not given)	0%	12%	-2	0.2	-7%	-0.2	-15%	1	-1
COc1cccc(CN(CCC(C)C)S(=O)(=O)c2cc(Br)ccc2Br)c1	5%	37%[activator]	1	.	-1%	.	-21%	.	.
COC(=O)CCC(=O)NC(=S)Nc1cc(Cl)ccc1Cl	3%	?	-4	0.0	-8%	-0.2	-6%	-9	-1
CO/N=C(\Cn1ncc(N2CCOCC2)c(Br)c1=O)c1ccc(Cl)cc1	1%	-2%	-2	-0.3	-7%	0.9	1%	1	6
CC(CCc1ccccc1)NCC(O)COc1ccccc1 (stereo not given)	1%	-6%	-5	2.2	2%	35*	-26%	55*	-2
CCCCN(C(=O)NC(=O)Nc1ccc(C)cn1)S(C)(=O)=O	-6%	9%	0	0.3	132%[activator]	0.2	-24%	9	-1
CCNC(=S)N/N=C1\C(=O)c2cccc3cccc1c23	0%	-2%	6	-0.2	1%	0.1	-12%	14	1
COc1ccc(CC(=O)Nc2cc(S(=O)(=O)N3CCCCC3)ccc2C)cc1OC	2%	15%[57.1 µM]	1	0.5	-19%[57.1 µM]	0.0	?	4	15
COc1cc(CO)cc(Br)c1OCC(=O)Nc1cccc2ccccc12	7%	11%	1	-0.2	-1%	-1.7	-16%	-9	2
O=C(O)/C(CC(=O)c1ccc(Cl)cc1)=N/Nc1ccc([N+](=O)[O-])cc1[N+](=O)[O-]	-12%	-10%	-19	0.1	-10%	.	-13%	.	-2
COc1ccc(CNC(=O)Cn2cnc3c(OCc4ccccc4)ncnc32)cc1	6%	15%	4	.	3%	.	-12%	.	.
COc1ccc(CNC(NC(=O)c2ccccc2)(C(F)(F)F)C(F)(F)F)cc1	11%	-6%	4	0.4	-11%	.	-10%	.	4
COc1ccc(CNc2oc(/C=C/c3cccc(OC)c3)nc2C#N)cc1	-3%	79%	4	-1.5	243%[activator]	-1.2	-16%	.	1
CCCCOC(=O)C1=C(C)NC(=O)NC1c1cc2c(cc1Br)OCO2 (stereo not given)	-7%	4%	-9	0.0	-7%	0.4	-16%	-15	17
COc1ccccc1C(=O)Nc1ccc2nc(N3CCC(C)CC3)cc(C)c2c1	.	14%[2.29 µM]	-1	1.4	-4%[2.29 µM]	0.8	?	.	2
N/C(=N\OC(=O)C1CCCCC1)c1ccc(Br)cc1	28%	7%	1	0.3	-5%[0.0914 µM]	0.8	1%	7	-9
O=C(Nc1nccs1)c1cccc(NC(=O)C(F)(F)F)c1	3%	12%	6	0.1	1%	0.2	-5%	-6	1
CCC1CN(C(=O)N2CCC(C(=O)NCCOC)CC2)c2ccccc2O1 (stereo not given)	-15%	17%	-1	-0.1	-3%	-0.6	-10%	.	-4
Nc1cc(N)nc(SCC(=O)Nc2cc(S(=O)(=O)N3CCOCC3)ccc2Cl)n1	4%	-5%	2	0.1	-11%	0.7	-2%	-2	2
COc1ccc(CNC(=O)COC(=O)c2cc(-c3ccco3)nc3ccccc23)cc1	.	.	.	0.6	.	0.2	.	0	-10
COc1ccc(-c2[nH]nc3c2C(c2ccc(OC(=O)N4CCOCC4)cc2)C(C#N)=C(N)O3)cc1 (stereo not given)	-16%	-12%	7	0.2	4%	0.4	-17%	-18	-2
O=C1CC(NC23CC4CC(CC(C4)C2)C3)C(=O)N1c1ccc2c(c1)OCO2 (stereo not given)	4%	?	-2	-0.6	5%	0.6	-21%	3	-3
Cc1c(NN=C(C#N)C#N)c(=O)n(-c2ccccc2)n1C	4%	?	-4	-1.1	3%[57.1 µM]	0.3	-24%	-8	-3

Compound activity as filed in PubChem.
